L929 necroptosis = L929 zVAD cell death inhibition; AID 1377; viability rescue, % at 10 µM; L929 zVAD necroptosis rescue, ATP luminescence, 24 h; with zVAD 60 µM; actives 0.38% (n = 220,000);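 active = activation, scaled between plate controls, above about 75%, limit read from the data; inactive = activation under that limit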;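 note: 0% = zVAD with DMSO and 100% = DMSO alone without zVAD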
TNF necrop inh = inhibitors of TNF-alpha induced necroptosis in Jurkat FADD-/- cells; Jurkat FADD-/- TNF necroptosis rescue, ATP luminescence, 24 h; 0 = TNF only, 100 = no-TNF cells; activation (protection from cell death), % at 10 µM; actives 0.068% (n = 220,000); AID 463075;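 active = activation, meaning protection from cell death, of at least 50% relative to plate controls; inactive = activation below 50%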;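 note: necroptosis triggered by 40 ng/mL TNF-alpha added together with compound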
FXIIa inh 1536 = inhibitors of human coagulation factor XIIa. actives 0.3% (n = 220,000). inhibition, % at 5 µM. P00748. purified FXIIa, Boc-QGR-AMC fluorogenic substrate, 2 h; in the data active = inhibition above about 40%;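 note: 0% = enzyme with no compound and 100% = blank without enzyme; many of its hits are not listed in these tables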
KCC2 mod = modulators of human KCC2 chloride dependent transport. B-score of Tl+ flux slope (higher = more flux/activation; lower = inhibition) at 10 µM. KCC2 cells, thallium flux FluoZin-2 fluorescence. Q9H2X9. actives 2.2% (n = 190,000);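 active = thallium flux slope and its plate-corrected score both differing from the plate sample mean at a set confidence after two filtering rounds, in either direction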;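 note: slope of fluorescence scaled to starting intensity during 10 to 20 s after thallium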
Target sequence (Q9H2X9 whole entry, looked up): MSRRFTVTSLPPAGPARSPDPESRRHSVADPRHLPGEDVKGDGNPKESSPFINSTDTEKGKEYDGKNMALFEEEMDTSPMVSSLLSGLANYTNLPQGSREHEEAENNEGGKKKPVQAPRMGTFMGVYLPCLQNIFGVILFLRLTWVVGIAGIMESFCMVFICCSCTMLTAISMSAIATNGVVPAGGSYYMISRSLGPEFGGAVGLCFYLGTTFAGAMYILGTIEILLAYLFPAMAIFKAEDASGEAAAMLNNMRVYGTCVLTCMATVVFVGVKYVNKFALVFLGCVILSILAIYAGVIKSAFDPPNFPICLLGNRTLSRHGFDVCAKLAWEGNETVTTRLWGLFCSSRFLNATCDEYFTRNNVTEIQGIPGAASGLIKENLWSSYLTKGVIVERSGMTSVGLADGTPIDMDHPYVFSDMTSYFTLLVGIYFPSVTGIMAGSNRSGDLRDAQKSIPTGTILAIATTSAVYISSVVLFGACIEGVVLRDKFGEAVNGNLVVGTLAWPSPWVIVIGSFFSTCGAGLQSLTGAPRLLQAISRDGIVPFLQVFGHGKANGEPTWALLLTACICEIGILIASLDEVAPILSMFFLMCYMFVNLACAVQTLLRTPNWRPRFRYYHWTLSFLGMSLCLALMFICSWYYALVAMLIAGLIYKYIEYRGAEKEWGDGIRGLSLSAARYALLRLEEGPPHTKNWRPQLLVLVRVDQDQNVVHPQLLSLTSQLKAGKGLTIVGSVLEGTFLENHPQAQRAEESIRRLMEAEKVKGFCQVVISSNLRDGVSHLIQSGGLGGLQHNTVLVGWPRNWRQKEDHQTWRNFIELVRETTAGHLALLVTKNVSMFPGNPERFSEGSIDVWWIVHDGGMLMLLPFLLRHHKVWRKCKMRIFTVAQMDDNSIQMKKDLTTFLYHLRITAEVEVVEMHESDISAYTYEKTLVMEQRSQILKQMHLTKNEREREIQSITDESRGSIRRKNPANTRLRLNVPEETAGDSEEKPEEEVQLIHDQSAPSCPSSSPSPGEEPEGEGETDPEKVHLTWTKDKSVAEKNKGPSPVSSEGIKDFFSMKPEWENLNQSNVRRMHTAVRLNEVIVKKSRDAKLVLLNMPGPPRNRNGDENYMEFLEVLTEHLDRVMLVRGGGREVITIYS
Thrombin inh = thrombin (human) inhibition | actives 0.26% (n = 220,000) | P00734 | AID 1046 | inhibition, % at 5 µM | alpha-thrombin, Boc-VPR-AMC fluorogenic substrate cleavage;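 active = inhibition at or above 40%; inactive = inhibition below 40%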;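 note: 0% = enzyme with no compound and 100% = wells without enzyme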
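System – human alpha-thrombin protein · Reagent – Boc-VPR-AMC substrate, 15 µM final · Compound – 5 µM single dose in 0.2% DMSO · Schedule – reaction at room temperature · Technique – AMC fluorescence at 355 nm excitation and 460 nm emission · Read-out basis – % inhibition relative to enzyme controls and enzyme-free blanks · Control set – no-compound enzyme wells and no-enzyme blanks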
Hck-Nef inh = blocks Nef-activated human Hck kinase; P08631; Recombinant Hck-YEEI plus Nef, Z-Lyte FRET kinase assay; inhibition, % at 20 µM; actives 0.68% (n = 220,000); AID 463187;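 active = Hck-Nef kinase inhibition above about 50%, limit read from the data; inactive = inhibition below that limit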;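 note: 0% = DMSO with Hck plus Nef and 100% = Hck alone without Nef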
FXIa inh = inhibitors of human coagulation factor XIa | P03951 | purified FXIa, Boc-Glu-Ala-Arg-AMC fluorogenic substrate | inhibition, % at 5 µM | actives 0.14% (n = 220,000) | AID 798;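 active = inhibition of at least 40%; inactive = inhibition below 40%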;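 note: fluorescence of freed AMC excited at 355 nm; 0% = enzyme without compound and 100% = no enzyme blank; many of its hits are not listed in these tables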
Rad51 HR inh = blocks human Rad51 in homologous recombination; hRad51 DNA strand exchange, fluorescence dequenching; inhibition, % at 10 µM; actives 0.085% (n = 200,000);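 active = inhibition above 40% at the single screening dose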;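 note: 0% = DMSO control wells and 100% = blanks with heterologous ssDNA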
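Test system: preformed human Rad51 ssDNA filaments. Compound dosing: single dose, 10 µM final compound. Incubation: filaments 15 min 37 °C, then compound 30 min. Technique: FRET fluorescence dequenching, excitation 485 nm, emission 520 nm. Read-out basis: percent inhibition from fluorescence, normalised to plate control and blank means. Benchmarks: plate controls and plate blanks.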
hK5 inh = blocks human kallikrein 5 protease activity. Q9Y337. recombinant hK5, fluorogenic AMC substrate cleavage. inhibition, % at 5 µM. actives 0.59% (n = 210,000). AID 873;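 active = inhibition of 40% or more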;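 note: 0% = enzyme controls without compound and 100% = no-enzyme blanks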
* marks the source's active call; other numbers are inactive results; / = no result given. The list is partial. The share of hits here may be higher or lower than overall.

SMILES	L929 necroptosis	TNF necrop inh	FXIIa inh 1536	KCC2 mod	Thrombin inh	Hck-Nef inh	FXIa inh	Rad51 HR inh	hK5 inh
O=C(COc1c(CO)cc(Br)cc1CO)NC1CCCc2ccccc21 (stereo not drawn)	3.7	1.3	6	0.95	-9	25	2	12	0
CCN1CCN(S(=O)(=O)c2ccc3c(c2)OCCO3)CC1	0.1	1.0	14	0.46	-1	2	5	-6	-7
CC(=O)Nc1ccc(NC(=O)CCc2nc3ccccc3c(=O)[nH]2)cc1	-0.7	0.8	3	0.51	-3	9	-1	/	36
COC(=O)Cn1c(=NC(=O)CSCC(=O)Nc2cc(C)on2)sc2ccccc21	-0.7	1.0	11	-0.25	1	29	3	-2	1
CCOC(=O)c1sc(NC(=O)CN2CCCC2)c(C(=O)OCC)c1C	-1.0	0.7	2	0.94	3	-4	4	/	2
C=C(C)CN=C1SC(C(=O)Nc2sc3c(c2C(=O)OC)CCC3)C(N)=C1C(N)=O (stereo not drawn)	0.8	4.8	7	-1.2	1	2	3	-4	-3
C/C(Cn1nc([N+](=O)[O-])cc1C)=N\NC(=O)COc1c(Cl)cc(Cl)cc1Cl	0.5	-1.1	15	-1.5	-10	2	4	5	-1
O=C1CC(NCc2ccc3c(c2)OCO3)C(=O)N1Cc1ccc2c(c1)OCO2 (stereo not drawn)	0.0	2.4	7	/	-6	1	-5	-5	-9
CCCn1c(SC(C(=O)Nc2cc(C)ccc2OC)c2ccccc2)nc2ccccc2c1=O (stereo not drawn)	0.5	-0.5	6	14*	-4	4	6	7	-8
O=S1(=O)CC(O)C(NCc2cccnc2)C1 (stereo not drawn)	0.5	-1.6	6	0.56	-4	3	8	-4	-16
Cc1ccc(NC(=O)CCC(=O)NNC(=S)Nc2ccccc2)c(C)c1	4.4	0.3	9	0.0046	-6	25	0	18	-3
Cc1ccccc1OCCC(=O)OCC(=O)Nc1ccc(C(N)=O)cc1	2.0	2.4	0	-2.1	-2	-2	0	6	10
COc1ccc(C(C(=O)NC2CCCC2)N(C(=O)c2snc(-c3ccc(F)cc3)c2N)c2ccc(OC)cc2)cc1 (stereo not drawn)	0.8	-5.2	20	0.39	4	0	5	2	-16
O=C(/C=C/c1ccc(Cl)cc1)Nc1ccc(S(=O)(=O)Nc2ncccn2)cc1	5.2	1.4	3	0.96	-2	22	-2	13	-4
O=C(Cc1coc2cc3c(cc12)CCC3)NC1CCCCCCC1	0.5	1.8	10	0.035	-2	3	5	-10	-6
O=C(Nc1ccc2c(c1)OCO2)N1CCCc2ccccc21	0.0	2.0	2	2.4	-7	17	1	/	0
CCOC(=O)N1CCN(C(=O)COc2ccccc2OC)CC1	1.0	0.6	-6	/	-4	1	-4	-5	-10
O=c1cc(O)nc(SCc2ccc(Cl)cc2)[nH]1	0.4	0.8	3	-0.42	0	2	-3	3	1
CCn1c(Sc2ccc(N)cc2Cl)nc2ccccc21	-1.1	5.4	14	-0.44	-2	6	1	11	-1
Nc1nc(-c2cccnc2)nc2sc3c(c12)CCCC3	67	-2.5	6	-0.2	-9	20	-2	-3	1

With a hit mark in KCC2 mod, among the entries above:
| SMILES | FXIIa inh 1536 | KCC2 mod | Thrombin inh | Hck-Nef inh | FXIa inh | hK5 inh |
| --- | --- | --- | --- | --- | --- | --- |
| CCCn1c(SC(C(=O)Nc2cc(C)ccc2OC)c2ccccc2)nc2ccccc2c1=O (stereo not drawn) | 6 | 14* | -4 | 4 | 6 | -8 |

Structural class: the compounds so far containing a halogen
SMILES	L929 necroptosis	TNF necrop inh	FXIIa inh 1536	KCC2 mod	Thrombin inh	Hck-Nef inh	FXIa inh	Rad51 HR inh	hK5 inh
O=C(COc1c(CO)cc(Br)cc1CO)NC1CCCc2ccccc21 (stereo not drawn)	3.7	1.3	6	0.95	-9	25	2	12	0
C/C(Cn1nc([N+](=O)[O-])cc1C)=N\NC(=O)COc1c(Cl)cc(Cl)cc1Cl	0.5	-1.1	15	-1.5	-10	2	4	5	-1
COc1ccc(C(C(=O)NC2CCCC2)N(C(=O)c2snc(-c3ccc(F)cc3)c2N)c2ccc(OC)cc2)cc1 (stereo not drawn)	0.8	-5.2	20	0.39	4	0	5	2	-16
O=C(/C=C/c1ccc(Cl)cc1)Nc1ccc(S(=O)(=O)Nc2ncccn2)cc1	5.2	1.4	3	0.96	-2	22	-2	13	-4
O=c1cc(O)nc(SCc2ccc(Cl)cc2)[nH]1	0.4	0.8	3	-0.42	0	2	-3	3	1
CCn1c(Sc2ccc(N)cc2Cl)nc2ccccc21	-1.1	5.4	14	-0.44	-2	6	1	11	-1

(continued)
SMILES	L929 necroptosis	TNF necrop inh	FXIIa inh 1536	KCC2 mod	Thrombin inh	Hck-Nef inh	FXIa inh	Rad51 HR inh	hK5 inh
Nc1nc(SCC(=O)NCCc2ccccc2)[nH]c(=O)c1-c1ccccc1	2.4	0.8	13	0.44	-5	20	-1	7	-1
O=C(COc1ccccc1[N+](=O)[O-])N/N=C/c1ccc(O)c([N+](=O)[O-])c1	0.7	-0.3	5	0.22	-3	7	-1	5	0
CSc1nc(NCc2ccco2)c2c3c(sc2n1)CN(C)CC3	0.8	0.0	16	-0.06	1	0	3	-1	1
CC(=O)Nc1ccc(NC(=O)COC(=O)Cc2cccs2)cc1	-0.5	-0.5	13	/	3	2	6	4	3
CC(C)[C@H]1CN=C2N(C[C@H](C)NC(=O)CCC3CCCCC3)[C@H](Cc3ccc(O)cc3)CN21	0.2	1.4	8	0.013	0	25	0	-5	2
CC(C)CN(C(=O)CN1CCN(c2ccccc2F)CC1)c1c(N)n(CC(C)C)c(=O)[nH]c1=O	0.8	0.0	4	0.95	-1	2	-6	-7	-18
COc1ccc(-n2nnnc2-c2cnc3cc4c(cc3c2C)OCO4)cc1	0.1	-1.0	17	-1.7	4	-1	5	-1	-7
O=c1c(-c2ccc(Cl)cc2)[n+]([O-])c2ccccc2n1OCc1nc2ccccc2[nH]1	0.7	3.9	4	3	0	-23	0	-3	-4
O=C(Nc1ccc(Br)cn1)c1coc(=O)c(Br)c1	-0.4	-1.7	2	0.95	-9	21	-5	12	-4
Cc1cc(=O)[nH]c(SCC(=O)N(CCC#N)c2ccccc2)c1C#N	1.1	-1.0	-7	-0.53	0	2	-7	8	-21
CS(=O)(=O)N1CCc2cc(C(=O)NC3CC3)ccc21	2.4	0.3	3	0.73	-2	-18	-2	2	-1
COc1ccc(OCCCC(=O)Nc2nc(C)c(C(C)=O)s2)cc1	5.8	3.6	4	0.93	-7	21	-4	8	-2
COc1ccc(-c2nc(C)c(C(C)=O)n2O)cc1OC	-0.5	-2.9	14	0.96	1	1	-8	-10	-3
Cc1c(Br)cc(C(=O)O)c(C)c1C	0.1	-1.5	26	0.15	15	0	10	1	37
O=C(NCCOc1ccc(Cl)cc1)C1CCCCC1	1.1	2.6	11	-0.73	-2	21	2	-35	4
Cc1cc(C)n(CC(=O)n2nc(C)cc2C)n1	0.1	0.3	18	/	4	2	-11	/	13
O=C(CN1CCN(S(=O)(=O)c2ccc(Br)cc2)CC1)Nc1ccc(F)cc1	0.1	6.6	13	/	4	0	3	-12	-5
O=C(c1ccccc1)c1ccc2nc(-c3ccc(NC(=O)c4ccccc4Br)cc3)[nH]c2c1	41	-13	-1	0.19	-3	2	-2	/	0
O=C(CCc1ccccc1)NNC(=O)COc1ccccc1	-0.2	-0.6	17	/	0	1	3	-6	-2
CC(=O)NS(=O)(=O)c1ccc(NC(=O)CCc2ccccc2)cc1	0.0	-0.3	7	1.2	-1	1	14	-5	0
O=C(/C=C/c1ccco1)NC(=S)Nc1nc(-c2ccc(Cl)cc2)cs1	0.9	0.6	12	0.055	-9	4	7	-7	-7
CCCS(=O)(=O)N1CCCC(C(=O)c2ccccc2OC)C1 (stereo not drawn)	-0.2	1.3	-2	-0.19	-3	12	-5	20	-6
CCc1cccc(NC(=O)NC(=O)Cn2nnc(C(=O)OC)c2C(=O)OC)c1	2.5	1.5	7	0.38	-10	4	-9	4	-6
S=C(Nc1ccc(Cl)cc1)NC1CC2CCCC(C1)N2C1CC1 (stereo not drawn)	-0.8	-6.5	-2	/	-31	-2	-5	-3	-24
O=C(/C=C/c1ccncc1)c1ccc2c(c1)OCCO2	-0.9	-8.9	12	0.51	-7	33	0	-2	3
Cn1c(SCC(=O)Nc2nccs2)nnc1C12CC3CC(CC(C3)C1)C2	0.0	0.3	11	-0.75	10	-3	4	1	-17
COc1cc(NS(=O)(=O)c2ccc(N/C=C(\C#N)c3nc4ccccc4o3)cc2)nc(OC)n1	0.2	-3.3	14	/	1	8	6	2	12
CCOc1cc2[nH]c(=O)n(CC3CCC(C(=O)NCCCOC)CC3)c(=O)c2cc1OCC (stereo not drawn)	1.3	-0.5	9	-1.9	0	0	0	5	-2
O=C(O)CNS(=O)(=O)/C=C/c1ccccc1	1.1	0.6	-2	-0.023	-5	-9	-8	19	-14
Cc1c(Cl)c(C(F)(F)F)nn1CC(=O)NN	0.5	0.4	8	0.22	-1	28	4	3	0
O=C(c1cnn2c(C(F)(F)F)cc(-c3ccc(Br)cc3)nc12)N1CCOCC1	0.3	-2.3	31	/	4	6	29	-8	-17
O=C(O)C1C2CCC(C2)C1C(=O)Nc1nc2ccccc2s1 (stereo not drawn)	-0.7	0.9	6	-0.075	-4	12	-1	16	2
Cc1cc2oc3c(c(=O)c2cc1C)C(c1cccc(Br)c1)N(Cc1ccco1)C3=O (stereo not drawn)	-0.4	2.7	21	/	3	7	3	0	-1
COc1cccc(C(=O)NC2(C(F)(F)F)N=C3SCCN3C2=O)c1 (stereo not drawn)	1.4	1.8	18	0.87	4	1	2	-7	5
Cc1nc(-c2ccccc2)cn2c1nc1ccccc12	-0.5	1.0	1	-0.061	-5	10	1	4	-26

4 structures from above, sorted by count of non-hydrogen atoms, rising:
SMILES	L929 necroptosis	TNF necrop inh	FXIIa inh 1536	KCC2 mod	Thrombin inh	Hck-Nef inh	FXIa inh	Rad51 HR inh	hK5 inh
Cc1c(Cl)c(C(F)(F)F)nn1CC(=O)NN	0.5	0.4	8	0.22	-1	28	4	3	0
Cc1nc(-c2ccccc2)cn2c1nc1ccccc12	-0.5	1.0	1	-0.061	-5	10	1	4	-26
O=C(O)C1C2CCC(C2)C1C(=O)Nc1nc2ccccc2s1 (stereo not drawn)	-0.7	0.9	6	-0.075	-4	12	-1	16	2
Cc1cc2oc3c(c(=O)c2cc1C)C(c1cccc(Br)c1)N(Cc1ccco1)C3=O (stereo not drawn)	-0.4	2.7	21	/	3	7	3	0	-1

From PubChem BioAssay
